Screening results as filed in PubChem BioAssay.
uPA generation = qHTS for Inhibitors of Cell Surface uPA Generation | 0.31% of 330,000 active | cell surface uPA generation assay, qHTS | Potency, µM (titrated, usually from 38.3 µM), without a hit: top-dose activity change, negative = inhibition, actives largely listed as inhibitors | AID 540303, 2011; active means well fitted inhibition curve with a large enough effect; inconclusive means small, poorly fitted or top-dose-only effect; inactive means no such curve, though single readings can be large or run the other way; tested in mouse RAW 264.7 cells; further: potency means the concentration at half of the fitted maximal effect; on the % scale 0 is the no-effect control and ±100 the full control effect; nearly all actives have a fitted effect of over 55% in size
PTAP TSG101 blk = qHTS Assay for Iinhibitors of HIV-1 Budding by Blocking the Interaction of PTAP/TSG101. Tumor susceptibility gene 101 protein (Homo sapiens), Q99816. Fluorescence polarization, FITC-PTAP peptide / Tsg101 binding. Potency, µM (series often up to 115 µM), for inactives: at the top dose activity change, negative = inhibition, most hits filed as inhibitors. 340,000 tested, under 10 active; active means well fitted inhibition curve with a large enough effect in the main read-out, with a control signal flat, not every such curve was filed as active; inconclusive means small, poorly fitted or top-dose-only effect, or effect the other way, or a change in a side signal; inactive means no such curve, though single readings can be large or run the other way; further: potency means the concentration at half of the fitted maximal effect; % of control where 0% means no effect
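Steps: Tsg101 binding domain dispensed (10 uM final), compounds pinned in DMSO, FITC-labeled PTAP-motif peptide added (50 nM final); after 20 min binding at room temperature, polarization measured.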
USP2a block = qHTS Assay for Inhibitors of Ubiquitin-specific Protease USP2a Using CHOP2 as the Reporter | USP2 core, Ub-CHOP2 coupled fluorogenic reporter, 485/531 | 0.01% of 330,000 active | Potency, µM (series often up to 38.3 µM), without a hit: at the highest dose activity change, negative = inhibition, hits mostly inhibitors;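 further: potency means the concentration at half of the fitted maximal effect; plate controls were DMSO wells for no effect and full inhibition by NEM control for full effect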
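USP2 core (10nM final) preincubated 30min RT with compound in 20mM Tris-HCl pH 8.0, 2mM CaCl2, 2mM beta-mercaptoethanol, 0.05% CHAPS; 25nM Ub-CHOP2 plus 25nM reporter substrate added, fluorescence (Ex485/Em531) read after 60min.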
Eya2 inh = qHTS Assay for Inhibitors of the Phosphatase Activity of Eya2; Protein phosphatase EYA2 (Homo sapiens), O00167; recombinant Eya2, OMFP fluorescence dephosphorylation (OMFP is methylfluorescein phosphate); Potency, µM (doses to about 76.9 µM), without a hit: at the top dose activity, negative = inhibition, actives largely listed as inhibitors; 0.006% of 330,000 active; AID 488837, 2010; further: potency means the concentration at half of the fitted maximal effect; on the % scale 0 is the no-effect control and ±100 the full control effect
Target sequence (O00167 whole entry, looked up): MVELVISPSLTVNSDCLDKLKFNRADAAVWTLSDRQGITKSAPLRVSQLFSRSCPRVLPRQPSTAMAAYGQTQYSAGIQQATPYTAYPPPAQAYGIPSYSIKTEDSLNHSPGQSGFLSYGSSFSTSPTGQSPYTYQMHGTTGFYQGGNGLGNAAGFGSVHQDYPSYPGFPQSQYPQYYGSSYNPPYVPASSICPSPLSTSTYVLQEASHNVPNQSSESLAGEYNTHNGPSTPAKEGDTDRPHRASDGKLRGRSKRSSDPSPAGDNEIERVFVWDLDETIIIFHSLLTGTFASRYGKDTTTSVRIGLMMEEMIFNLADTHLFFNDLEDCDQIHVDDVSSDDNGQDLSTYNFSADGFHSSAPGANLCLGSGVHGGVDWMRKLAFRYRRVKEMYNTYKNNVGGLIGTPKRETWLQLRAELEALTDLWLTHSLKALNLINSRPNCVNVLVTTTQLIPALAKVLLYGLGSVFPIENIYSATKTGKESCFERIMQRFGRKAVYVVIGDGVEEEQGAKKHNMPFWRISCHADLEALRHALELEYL
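Eya2 protein (added as 0.2 uM solution) was preincubated with compound for 10 min at ambient temperature in 50 mM HEPES pH 7.5, 50 mM NaCl, 5 uM MgCl2, 0.05% BSA, 1 mM DTT. OMFP (added at 50 uM) then reacted 10 min; fluorescence read at 485/525 nm.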
Integrin act MD = qHTS for Activators of Integrin-Mediated Alleviation for Muscular Dystrophy; alpha7betagal myoblasts, beta-gal FDG fluorescence, 48 h; Potency, µM (series often up to 38.3 µM), for inactives: at the highest dose activation, hits mostly activators; 0.064% of 350,000 active;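 further: potency means the concentration at half of the fitted maximal effect; 100% = response of the positive control SU9516; nearly all actives have a fitted effect of over 60% in size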
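alpha7betagal+/- myoblasts (passage 13, 250/well) treated 48 h at 37C with compounds at 1:260 dilution of DMSO stock. Lysed, then beta-galactosidase activity read as FDG fluorescence (ex 480/em 540) after 30 min, with pre-read for autofluorescence.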
S-ASM inh = Inhibitors of Secretory Acid Sphingomyelinase (S-ASM): qHTS; placental ASM, HMU-PC fluorogenic substrate, 60 min; Potency, µM (doses to about 57.5 µM), for inactives: top-dose activity change, negative = inhibition, most hits filed as inhibitors; 0.006% of 340,000 active; further: potency means the concentration at half of the fitted maximal effect
Target sequence (P17405 47-631 limits assumed): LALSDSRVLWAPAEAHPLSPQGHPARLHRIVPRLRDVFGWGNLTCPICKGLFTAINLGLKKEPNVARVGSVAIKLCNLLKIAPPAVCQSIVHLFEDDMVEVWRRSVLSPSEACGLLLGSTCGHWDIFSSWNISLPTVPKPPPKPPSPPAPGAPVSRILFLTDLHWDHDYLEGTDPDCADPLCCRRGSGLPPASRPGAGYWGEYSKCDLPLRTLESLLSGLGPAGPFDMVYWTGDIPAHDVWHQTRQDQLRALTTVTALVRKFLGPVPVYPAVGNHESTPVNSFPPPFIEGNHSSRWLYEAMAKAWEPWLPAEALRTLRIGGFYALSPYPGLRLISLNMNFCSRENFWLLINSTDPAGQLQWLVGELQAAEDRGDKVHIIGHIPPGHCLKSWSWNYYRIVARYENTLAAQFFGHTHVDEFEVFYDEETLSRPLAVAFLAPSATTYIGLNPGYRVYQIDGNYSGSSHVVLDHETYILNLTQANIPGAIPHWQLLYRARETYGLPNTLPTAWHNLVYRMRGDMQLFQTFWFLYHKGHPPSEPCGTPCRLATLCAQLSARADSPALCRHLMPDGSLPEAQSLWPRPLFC
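HMU-PC0 cleavage (9 uM final) by human placental ASM, 60 min at 37 °C following 10 min compound exposure at RT; stopped at pH 10, fluorescence Ex 386/Em 447 nm.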
BRCA1 expr act = qHTS Assay to Identify Small Molecule Activators of BRCA1 Expression; Potency, µM (titrated, usually from 46.1 µM), without a hit: at the highest dose activation, usual class: activators; 1.1% of 380,000 active; AID 624202, 2012; MCF7-BRCA1-FFLuc reporter, luminescence, 48 h; response scale: scaled: vehicle 0%, 10 µM genistein 100%; further: potency means the concentration at half of the fitted maximal effect; nearly all actives have a fitted effect of over 80% in size; some results filed as inactive show a strong effect at the top dose
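Quantitative HTS in MCF7 cells stably reporting BRCA1 expression via firefly luciferase. Compound treatment lasts 48 h at 37 °C in phenol-red free MEM. Activation is expressed relative to genistein at 10 microM and DMSO.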
p53 reactivator = qHTS assay for re-activators of p53 using a Luc reporter. H1299 p53-A138V BP100-luciferase reporter, luminescence, 24 h. Potency, µM (series often up to 92.2 µM), inactives show at the highest dose activity change, positive = activation, actives largely listed as activators. 0.063% of 320,000 active; further: potency means the concentration at half of the fitted maximal effect; % of control where 0% means no effect; nearly all actives have a fitted effect of over 45% in size
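H1299 (p53-null), stable ts p53-A138V + BP100-Luc; 1000 cells/well, Opti-MEM/10% FBS; cpd 4 pt, 1:5; 24 h, 37 deg C, 5% CO2; detection reagent 10 min RT; luminescence.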
TRPV1 ag = HTS Assay for Compounds that Act as Agonists of the Vanilloid Receptor 1; TRPV1-expressing cells, Fluo-8 calcium influx, agonist mode; activation, % at 8.33 µM; 0.19% of 320,000 active; Transient receptor potential cation channel subfamily V member 1 (Homo sapiens), Q8NER1; AID 540275, 2011; in the data active means activation above about 80%; inconclusive means between about 30% and that limit; further: 0% is about no effect
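TRPV1-expressing cells were cultured overnight at 35.5C and loaded with Fluo-8 calcium dye for 40 to 90 min at room temperature. After a 10 s baseline, compound was added and calcium influx was read kinetically for 3 min (ex 480/em 520 nm).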
B2AR arrestin = qHTS assay of beta-arrestin-biased ligands of beta2-adrenergic receptor; 0.02% of 330,000 active; beta-arrestin recruitment to beta2AR, cell-based reporter; Potency, µM (titrated, usually from 46.1 µM), for inactives: top-dose activation, hits mostly activators;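 further: potency means the concentration at half of the fitted maximal effect; 0% = DMSO controls and full agonism = EC100 isoproterenol or metaproterenol; nearly all actives have a fitted effect of over 65% in size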
ELG1 genotox = qHTS screen for small molecules that induce genotoxicity in human embryonic kidney (HEK293T) cells expressing luciferase-tagged ELG1 | 1.3% of 330,000 active | Potency, µM (series often up to 46 µM), inactives show at the highest dose activity change, positive = activation, actives largely listed as activators | AID 504466, 2011 | HEK293T ELG1-luciferase reporter, luminescence, 16 h; further: potency means the concentration at half of the fitted maximal effect; % of control where 0% means no effect; nearly all actives have a fitted effect of over 60% in size
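Step 1: seed 2,000 HEK293T ELG1-luciferase cells per well. Step 2: add compound or DMSO, incubate 16 hr at 37 °C. Step 3: ONE-Glo, 30 min at room temperature, read luminescence.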
Starred values were filed as active, the others as inactive; ? = inconclusive; · = no result given; [ ] = dose if it differs, or a comment. Unless noted, the call rests on the fitted dose curve; in most records, active means well fitted curve in the direction sought with a large enough effect; inconclusive means small, poorly fitted or top-dose-only effect, or another doubt; inactive means no such curve, though single readings can be large; an effect the other way counts as inactive or inconclusive.

SMILES	uPA generation	PTAP TSG101 blk	USP2a block	Eya2 inh	Integrin act MD	S-ASM inh	BRCA1 expr act	p53 reactivator	TRPV1 ag	B2AR arrestin	ELG1 genotox
COc1ccc(OC)c(C2C3=C(CCCC3=O)NC3=C2C(=O)CCC3)c1	-4%	-1%	7%	40%	15%	26%	11%	-2%	0	-0.2%	3%
O=C(O)c1nn(Cc2nc3ccccc3o2)c(=O)c2ccccc12	0%	-7%	-1%	13%	-20%	44%	0%	2%	-2	0.0%	7%
C/C(=N\NC(=O)C(N)=O)c1ccc(O)cc1O	1%	-3%	-3%	-11%	16%	3%	4%	0%	-4	0.1%	-4%
Cc1ccc(/C=N/NC(=O)c2c(-c3ccccc3)noc2C)o1	4%	-1%	0%	-11%	-14%	1%	14%	-1%	1	-1.2%	0%
CC(=O)N1CCN(C(=O)c2cc(S(=O)(=O)Nc3ccc(S(C)(=O)=O)cc3)ccc2Cl)CC1	·	-2%	1%	1%	?	1%	2%	1%	-7	0.0%	0%
Cc1ccc(-c2nc(CS(=O)CC(=O)NC3CCCC(C)C3C)c(C)o2)cc1 (stereo not drawn)	-1%	-2%	1%	-11%	-2%	-1%	-25%	8%	1	0.1%	-6%
O=S(=O)(Nc1nc2ccccc2nc1Cl)c1ccc(Cl)cc1	-21%	-5%	0%	11%	25%	49%	-26%	6%	-1	-0.6%	-3%
O=C(Nc1ccccc1-c1ccccc1)c1ccco1	-7%	-3%	-1%	22%	2%	0%	-19%	-5%	-1	2.0%	1%
COc1ccc(-c2nc(C#N)c(NCCN(C)C)o2)cc1	-26%	-4%	·	·	-9%	-2%	5%	·	·	·	·
O=C(O)c1cccc(NS(=O)(=O)c2ccc3nnn(O)c3c2)c1	8%	-6%	4%	-2%	-18%	2%	-21%	5%	-12	-0.3%	0%
Cc1c(-c2cc(C(=O)O)c3ccccc3n2)cnn1C	6%	1%	2%	4%	-25%	7%	14%	5%	-2	0.4%	-4%
CCOc1cc(/C=N/NC(=O)C(=O)N/N=C/c2ccc(O)c(OCC)c2)ccc1O	0%	-3%	-3%	-8%	-12%	2%	14%	3%	2	0.5%	-1%
O=C(N/N=C/c1ccc2c(c1)OCO2)c1ccc(NC(=O)c2ccc(F)cc2)cc1	1%	-5%	-5%	3%	?	27%	19%	-23%	-1	-0.3%	0%
C/C(=N/NC(=O)c1ccccc1)C1=C(O)CC(C)(C)CC1=O	-16%	0%	4%	-4%	5%	-3%	30%	3%	-1	0.1%	0%
CCOC(=O)C1C2C=CC3(CN(c4ccc(Cl)c(F)c4)C(=O)C13)O2 (stereo not drawn)	-4%	0%	3%	-11%	1%	2%	4%	-4%	0	0.4%	0%
CCn1c(=O)c(=O)[nH]c2cc(C(=O)N(C)Cc3ccc(OC)c(F)c3)ccc21	-2%	-3%	4%	-2%	-19%	1%	-5%	7%	0	-0.4%	-7%
COc1ccc(C2=NN(C(=O)CSc3nc(=O)n4cc(C)ccc4n3)C(c3ccc(C)cc3)C2)cc1 (stereo not drawn)	-25%	1%	1%	4%	-13%	·	-43%	0%	0	-0.5%	9%
CCCCn1nnnc1NCc1cc(OC)c(OC)c(OC)c1	·	1%	0%	12%	10%	0%	5%	-4%	-1	-1.2%	-4%
CC(C)=C1SC(N2CCN(c3ccc(Cl)cc3)CC2)=NC1=O	3%	0%	1%	-8%	0%	-5%	-31%	-1%	2	-0.3%	7%
COC(=O)COc1ccc(NC(=O)c2ccco2)cc1	-1%	-3%	5%	-11%	3%	0%	5%	7%	-1	-1.0%	3%
CC(=O)Nc1cc(NC(=O)CCCC(=O)O)ccc1Cl	-2%	-5%	-4%	2%	-18%	3%	0%	-5%	1	0.4%	-4%
COCCCNC(=O)c1ccc(CS(=O)(=O)Cc2cccc(C)c2)o1	-1%	1%	-1%	-10%	6%	3%	-2%	7%	2	0.0%	-3%
CCC(C)n1c(C)nc2c(c1=O)c1nc3ccccc3nc1n2CCC1=CCCCC1 (stereo not drawn)	-5%	-2%	0%	-6%	9%	2%	7%[1.84 µM]	-7%	19	-0.3%	-2%
O=C(O)/C(=C\c1ccco1)NC(=O)c1ccccc1	-3%	-2%	3%	5%	-17%	-1%	-13%	-5%	1	?	1%
O=c1cc(N2CCOCC2)cnn1-c1ccccc1	0%	3%	2%	4%	-20%	3%	?	?	1	-0.1%	28%

Grouped by structure: those above containing fluorine (three)
SMILES	uPA generation	PTAP TSG101 blk	USP2a block	Eya2 inh	Integrin act MD	S-ASM inh	BRCA1 expr act	p53 reactivator	TRPV1 ag	B2AR arrestin	ELG1 genotox
O=C(N/N=C/c1ccc2c(c1)OCO2)c1ccc(NC(=O)c2ccc(F)cc2)cc1	1%	-5%	-5%	3%	?	27%	19%	-23%	-1	-0.3%	0%
CCOC(=O)C1C2C=CC3(CN(c4ccc(Cl)c(F)c4)C(=O)C13)O2 (stereo not drawn)	-4%	0%	3%	-11%	1%	2%	4%	-4%	0	0.4%	0%
CCn1c(=O)c(=O)[nH]c2cc(C(=O)N(C)Cc3ccc(OC)c(F)c3)ccc21	-2%	-3%	4%	-2%	-19%	1%	-5%	7%	0	-0.4%	-7%

Remaining list, next part.
SMILES	uPA generation	PTAP TSG101 blk	USP2a block	Eya2 inh	Integrin act MD	S-ASM inh	BRCA1 expr act	p53 reactivator	TRPV1 ag	B2AR arrestin	ELG1 genotox
O=C1NC(Cc2c[nH]c3ccccc23)C(=O)N1c1ccc(F)cc1 (stereo not drawn)	0%	-5%	2%	-2%	18%	4%	-1%	0%	0	0.0%	-1%
CC(C)(C)C#CCn1c(/C=[N+](\[O-])C2CCCCC2)nc2ccccc21	?	-1%	-1%	-3%	21%	-3%	-1%	6%	?	-1.2%	-1%
COc1ccc(/C=N/Nc2ncnc3c2[nH]c2ccc(C)cc23)c(OC)c1OC	1%	0%	-1%	6%	3%	·	-36%	13%	-4	-0.2%	?
COc1ccccc1N1CCN(C(=O)CSc2nc3ccccc3nc2N2CCC(C)CC2)CC1	11%	-3%	-9%	11%	44%	5%	-52%	12%	4	-0.3%	-24%
COc1ccc([C@H]2CC(=O)C=C(c3cc(C=O)ccc3OC)C2)cc1OC	?	·	-1%	10%	-34%	-1%	-39%	-12%	1	0.2%	2%
COc1ccc(OC)c(NC2c3ncccc3C(=O)N2Cc2ccco2)c1 (stereo not drawn)	·	-6%	0%	0%	-15%	5%	1%	2%	-3	0.0%	0%
O=C(NCC(O)c1ccccc1)c1cccc(S(=O)(=O)N2CCOCC2)c1 (stereo not drawn)	-1%	-4%	1%	12%	0%	3%	35%	10%	19	-0.5%	?
Cc1ccc(C)c(S(=O)(=O)N2CCCC2CNC(=O)C(=O)NCc2ccccc2)c1 (stereo not drawn)	0%	-6%	2%	-5%	-2%	25%	-40%	-4%	-3	8.1%	4%
COc1ccc(NC(=O)C2CC(=O)n3c(nc4ccccc43)N2)cc1 (stereo not drawn)	3%	1%	12%	0%	-20%	0%	10%	-3%	-2	0.0%	9%
Cc1ccc2nc(NC(=O)CSc3ncnc4c3oc3ccccc34)sc2c1	21%	0%	2%	8%	20%	0%	0%	6%	-1	-0.3%	?

Three structures out of the list, sorted by SMILES length, lowest first:
SMILES	uPA generation	PTAP TSG101 blk	USP2a block	Eya2 inh	Integrin act MD	S-ASM inh	BRCA1 expr act	p53 reactivator	TRPV1 ag	B2AR arrestin	ELG1 genotox
COc1ccc(OC)c(NC2c3ncccc3C(=O)N2Cc2ccco2)c1 (stereo not drawn)	·	-6%	0%	0%	-15%	5%	1%	2%	-3	0.0%	0%
O=C(NCC(O)c1ccccc1)c1cccc(S(=O)(=O)N2CCOCC2)c1 (stereo not drawn)	-1%	-4%	1%	12%	0%	3%	35%	10%	19	-0.5%	?
COc1ccc(/C=N/Nc2ncnc3c2[nH]c2ccc(C)cc23)c(OC)c1OC	1%	0%	-1%	6%	3%	·	-36%	13%	-4	-0.2%	?
